# Bioassay records from PubChem.
# Myeloid diff 2 = induction of myeloid progenitor differentiation, primary screen, cell-based, flow cytometry, MLPCN library. ER-HoxA9 myeloid progenitors, lysozyme-GFP differentiation. calls only at 10 µM. actives 1% (n = 360,000);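 active means normalized GFP-positive differentiation at or above the plate's own cutoff, the solvent-only control mean plus 3 SD; inconclusive means no clear call, values can overlap the other calls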;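 further: cells exposed to compound for four days before flow analysis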
# WT yeast gro inh = growth inhibition of WT strain, primary screen, mitochondrial fusion inhibitor project, WT and mutant strains, chemical genetic; mitochondrial fusion phenotypic screen; inhibition, % at 10 µM; actives 2.1% (n = 190,000); AID 1362, 2008; in the data active means inhibition above about 58%; tested in S. cerevisiae
# Autophagy HCS = autophagy modulators in MEF cells, primary screen, imaging, high-content, MEF GFP-LC3. calls only at 10 µM (by protocol). AID 463193, 2010. MEF GFP-LC3 puncta imaging; test concentration mostly 10 µM. actives 0.98% (n = 190,000);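 active means percentage of spot-positive cells more than 3 SD above its plate mean, without a fluorescence outlier flag or 80% toxicity; inconclusive means no clear call, values can overlap the other calls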;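 further: spot-positive cell cutoff set from DMSO-treated cells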
# West Nile antiviral = West Nile virus antiviral activity, cell-based, CPE readout (AID 1621); West Nile virus-infected cells, CPE inhibition; higher % means a stronger effect; one-dose CPE inhibition, % at 10 µM; IC50 in µM for titrated hits; actives 0.02% (n = 290,000); in the data active means a potency from the dose series; inconclusive means CPE inhibition mostly from about 3.7% at the one dose, without a potency; inactive means the rest, 99 in 100 with CPE inhibition below about 2.2%; further: strong numbers were not always called active
# Ins promoter up = insulin promoter activators in MIN6 cells, imaging, high-content screening, mouse beta cells; MIN6 insulin promoter-GFP reporter; hits give high values; z-score at 5 µM; actives 0.3% (n = 190,000);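 active means z-score above 3 at 5 µM with at least 500 cells counted in the well; inconclusive means wells under 500 cells, flagged as cytotoxic or low count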
# MT stabilize HCS = microtubule stabilizers in HeLa cells, primary screen, imaging, high-content imaging; HeLa tubulin immunostaining HCS, 24 h; share of cells brighter than vehicle mean+2SD; actives 0.83% (n = 200,000); % tubulin-high responders, % at 10 µM; AID 2205, 2009;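 active means plate Z-score above 3 for both tubulin-high and condensed-nucleus cell shares, with cell loss under 80%, at 10 µM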;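 further: anti alpha tubulin signal scored within the nucleus-defined area of each cell; some results filed as inactive read as strong as hits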
# T cell HTS = modulators of CD8 T cell-vesicle binding, primary screen, mouse 2C CD8+ T cells, flow cytometry; 2C CD8+ T cell-vesicle binding; hits give low values; calls only at 7 µM; actives 0.068% (n = 330,000);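 active means response, share of CD8 T cells binding vesicles, and their 90th percentile fluorescence all below set limits, cut at about 80% in these data, passing the limit was not always enough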
#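 Incubation: binding step 1.5 h, 37 °C, antibody labelling 20 min, ice; system: murine 2C transgenic CD8+ T lymphocytes; technique: cytometric PE anti-B7-1 and Alexa647 anti-CD8 signals after 1% paraformaldehyde fixation; also added: QL9-charged Drosophila Ld/ICAM-1/B7-1 vesicles; control set: naked versus QL9-loaded vesicles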
# Hep lipid drop = inhibitors of hepatocyte lipid droplet formation, primary screen, imaging, high-throughput imaging, BODIPY stain. AML12 mouse hepatocytes, oleate lipid droplets. inhibition, % at 6.5 µM. actives 0.4% (n = 240,000);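 active means lipid droplet intensity inhibited by at least 50%, with more than 500 cells counted; inconclusive means wells with under 300 cells, treated as cytotoxic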
#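 System: AML12 hepatocytes (mouse). Probe or stimulus: oleic acid at 100 µM to induce lipid droplet formation. Times: overnight treatment with compound plus oleate. Detection: Image-based BODIPY and DAPI two-channel analysis. Evaluation: percent inhibition of filter-corrected integrated lipid droplet intensity per well.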
# b-catenin transl = modulators of beta-catenin nuclear translocation, primary screen, imaging, HeLa cells, immunofluorescence, high-content; AID 1665, 2009; nuclear translocation activity, % at 5 µM; actives 0.3% (n = 190,000);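 active means nuclear translocation activity above 50% at 5 µM, with a well cell count of 50 or more; inconclusive means wells under 50 cells across six images, flagged as toxic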;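 further: per-cell ratio of nuclear to cytoplasmic median beta-catenin stain intensity; plate controls were DMSO negative control for no effect and GSK-3 inhibitor IX positive control for full effect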
#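 Test system: human HeLa cells, native beta-catenin. Compound dosing: 5 µM primary single dose, 0.1% DMSO, 0.02–20 µM confirmation series. Incubation: compound exposure 24 h at 37°C. Detection: beta-catenin immunostaining with DAPI counterstain, 20x imaging, 6 fields/well. Read-out basis: Nuclear/cytoplasmic beta-catenin signal ratio, % activation.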
# WT yeast gro inh mutant strain = recorded beside WT yeast gro inh, whose call it bears; inhibition, %; mitochondrial fusion phenotypic screen, mutant strain inhibition
# Ins promoter up cell count = further read-out of Ins promoter up, marked with its call; cell count; measured here: cytotoxicity, nuclei count;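 total cells summed across four imaged fields per well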
# Hep lipid drop cells 6.5 µM = recorded beside Hep lipid drop, whose call it bears; cell count; measured here: cell count, cytotoxicity flag;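 cells counted across two imaged fields per well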
# b-catenin transl cell count 5 µM = also measured in b-catenin transl; calls as there; cell count; measured here: cell count, cytotoxicity flag
# T cell HTS vesicle-bound % = recorded beside T cell HTS, whose call it bears; double positive events, %; measured here: CD8+ vesicle-bound cell fraction;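 binding gate set so that unloaded-vesicle control wells show 10% double positive cells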
# MT stabilize HCS Hoechst-high % = further read-out of MT stabilize HCS, marked with its call; % Hoechst-high responders; measured here: nuclear condensation Hoechst responders;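 share of cells brighter than vehicle mean plus two SD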
# MT stabilize HCS cytotoxicity % = further read-out of MT stabilize HCS, marked with its call; toxicity, %; measured here: cytotoxicity by cell density;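 0% = mean cell density of plate MIN control wells and 100% = no cells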
# Autophagy HCS cell loss 18 h = also measured in Autophagy HCS; calls as there; toxicity, %; measured here: cell loss, nuclei count;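 cell loss after 18 h compound exposure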
# Myeloid diff 2 GFP+ MAC1+ % = further read-out of Myeloid diff 2, marked with its call; GFP+ MAC1+ double positive, %; measured here: differentiation confirmed by MAC1 staining
# An asterisk follows results filed as active; i = inactive; ? = inconclusive; . = no result given; + = active, no number.
SMILES,Myeloid diff 2,Myeloid diff 2 GFP+ MAC1+ %,WT yeast gro inh,WT yeast gro inh mutant strain,Autophagy HCS,Autophagy HCS cell loss 18 h,West Nile antiviral,Ins promoter up,Ins promoter up cell count,MT stabilize HCS,MT stabilize HCS Hoechst-high %,MT stabilize HCS cytotoxicity %,T cell HTS,T cell HTS vesicle-bound %,Hep lipid drop,Hep lipid drop cells 6.5 µM,b-catenin transl,b-catenin transl cell count 5 µM
NNC(=O)Cn1c(-c2nonc2N)nc2ccccc21,i,0.4,-7.0,17.6,i,26.2,-0.7%,0.07,1241,3.4,1.9,10.5,i,12.3,6.2,670,-3.0,1123
COc1ccccc1C(=O)NNC(=O)C1CCN(C(=O)OC(C)(C)C)CC1,i,1.7,.,.,.,.,-0.2%,.,.,.,.,.,i,9.0,7.4,691,.,.
NNc1ncnc2sc3c(c12)CCC3,i,0.3,0.8,-13.1,i,3.2,-0.1%,0.9,1361,6.4,4.3,0.6,i,26.3,-10.1,697,-0.8,1050
CCN1CCN(C(=S)NCCc2ccccc2)CC1,i,0.8,3.7,-15.6,i,7.8,-0.2%,.,.,3.3,1.8,7.3,i,25.7,.,.,.,.
CCn1c(SCC(O)c2ccccc2)nnc1-c1ccccc1 (stereo not drawn),i,0.7,-2.3,-9.4,i,-1.6,-0.5%,.,.,2.8,2.5,7.1,i,23.7,0.3,600,-0.4,954
O=C(c1ccccc1)c1ccc2nc[nH]c2c1,i,6.5,-0.7,1.1,i,-1.0,0.3%,0.02,1965,2.1,0.3,16.2,i,51.8,-8.2,634,-2.0,1084
COc1ccc2nc(N/C(N)=N/S(C)(=O)=O)nc(C)c2c1,i,0.5,.,.,.,.,0.2%,-0.06,1103,.,.,.,i,33.1,-1.3,719,3.1,1151
COc1cccc(NC(=O)CN2CCN(S(=O)(=O)c3ccc(C(C)C)cc3)CC2)c1,i,1.9,0.6,-11.3,i,-5.6,-0.4%,-0.05,1199,3.1,1.3,3.7,i,39.6,-10.1,761,-0.7,1029
COc1ccc(Br)cc1S(=O)(=O)N1CCCC1,i,0.6,10.3,1.4,i,1.6,0.0%,0.42,1221,3.7,1.7,2.5,i,15.8,-3.4,750,-1.2,1123
O=C(NCCc1ccc(Cl)cc1)c1ccc(CS(=O)Cc2ccccc2Cl)o1 (stereo not drawn),i,1.3,.,.,.,.,-0.4%,.,.,.,.,.,i,13.2,-9.9,674,.,.
COc1ccc(N/C=C/c2nc(SC)nnc2C)cc1,i,0.4,9.4,12.4,+,0.0*,0.8%,0.26,1464,3.0,3.1,9.4,i,35.3,15.9,670,-7.8,1049
COC(=O)c1cc(C(=O)CSc2nc(C)cc(C)n2)ccc1O,i,0.6,-4.9,25.1,i,-32.1,0.2%,-0.43,1321,2.0,1.9,7.4,i,54.8,.,.,-2.1,855
O=C(Oc1cc2oc(=O)c3c(c2cc1Cl)CCCC3)c1cccs1,i,1.2,70.2*,46.6*,i,-9.3,0.6%,-0.25,1644,1.9,2.8,4.8,i,56.8,-6.1,656,0.7,1093
O=C(CCC(=O)NNC(=O)c1ccc([N+](=O)[O-])cc1)NCc1ccccc1,i,0.5,17.6,5.8,i,1.9,0.2%,0.09,1551,1.4,1.8,8.0,i,39.7,-5.4,681,0.1,1497
Fc1cccc(Cl)c1Cn1nnc2c(N3CCC4(CC3)OCCO4)ncnc21,i,0.8,-12.2,1.9,i,-8.3,0.2%,0.36,880,1.2,1.2,6.2,i,39.5,-2.9,765,.,.
COC(=O)c1ccc(NC(=O)c2cc3sccc3n2C)cc1,i,0.5,8.2,16.5,i,0.4,0.8%,-0.53,1454,2.2,1.4,1.0,i,30.0,.,.,0.9,1267
Cc1cc(C)nc(SCC(=O)Nc2ccc(S(=O)(=O)Nc3onc(C)c3C)cc2)n1,i,2.5,10.4,4.9,i,-0.3,-0.2%,1.66,882,2.3,3.9,3.4,i,33.5,.,.,0.8,1164
CCN1C(=O)[C@H]2[C@@H](c3ccc(OC)cc3)N3C(=O)CN(CCOC)C(=O)[C@@]3(Cc3ccccc3)[C@H]2C1=O,i,0.8,.,.,.,.,-0.4%,.,.,.,.,.,i,16.4,-2.4,785,.,.
O=C1C(Nc2cccc(O)c2)=C(N2CCCCC2)C(=O)c2ccccc21,i,11.8,1.1,13.4,i,-19.5,1.9%,-0.92,1407,2.1,1.9,8.1,i,46.3,.,.,-0.4,1353
Cc1ccccc1OCc1n[nH]c(=S)n1Cc1ccccc1,i,0.1,73.0*,33.7*,+,18.5*,0.1%,-0.04,1307,2.7,2.1,6.7,i,24.2,-2.1,668,0.0,526
COc1ccc(C2=NS(=O)(=O)N(C)C(C(=O)N3CCCCC3C)=C2)cc1 (stereo not drawn),i,1.8,.,.,.,.,-1.1%,.,.,.,.,.,i,34.0,-6.2,765,.,.
Cc1cc(=O)oc2cc(OCC(=O)OCC(=O)Nc3ccccc3F)ccc12,i,0.3,-2.3,-10.6,i,-6.6,0.4%,0.77,1339,2.7,1.5,5.8,i,17.0,24.7,668,-2.1,1088
C/C(=N/NC(=O)C1COc2ccccc2O1)c1ccc(Br)s1 (stereo not drawn),i,0.5,.,.,.,.,0.2%,0.25,1044,.,.,.,i,27.8,-5.0,721,-0.1,1340
Cn1c(SCC(=O)N/N=C/c2ccccn2)nnc1-c1ccccc1,i,0.9,.,.,.,.,0.7%,-1.36,1359,.,.,.,i,62.1,9.8,710,-0.1,1315
COc1cc(N)cc(NC(=O)c2ccncc2)c1,i,0.5,-7.2,3.0,i,3.4,0.5%,-0.49,1145,4.7,3.3,9.0,i,30.9,.,.,-5.8,928
Cc1ccc(CN(CC(=O)NC2CCCCC2)C(=O)c2csnn2)cc1,i,0.3,.,.,.,.,-0.9%,.,.,.,.,.,i,47.2,-5.2,745,.,.
CC1(C)CC(=O)C(C=Nc2ccncc2)=C(O)C1,i,6.3,.,.,i,-0.9,0.1%,.,.,2.8,2.5,7.7,i,67.5,.,.,.,.
Cc1cc(N/N=C/c2cccc(Br)c2)nc2ccccc12,i,0.6,67.1,69.7,i,-4.8,-1.0%,-0.23,1370,1.6,2.3,4.2,i,32.1,-40.4,399,-0.3,1130
COc1cccc(-c2c(C(=O)N/N=C(\C)c3cccs3)nnn2-c2nonc2N)c1,?,.,.,.,.,.,-0.3%,.,.,.,.,.,i,18.2,1.1,807,.,.
c1ccc2c(-c3csc(-c4ccncc4)n3)c[nH]c2c1,i,0.3,16.3,-4.8,+,22.7*,-0.5%,.,.,3.8,1.6,4.6,i,27.0,-0.2,581,1.2,1430
CCOc1ccc(NC(=O)CC(Cc2ccc(Cl)cc2)C(=O)O)cc1 (stereo not drawn),i,1.1,.,.,.,.,-0.2%,.,.,.,.,.,i,42.6,6.4,813,.,.
COc1ccc(C(=O)C2CCCN(C(=O)c3ccnn3C)C2)c(C)c1 (stereo not drawn),i,0.9,.,.,.,.,0.0%,.,.,.,.,.,i,68.0,0.0,806,.,.
CCN(CC)S(=O)(=O)c1ccc2c(c1)N(CC(=O)NCCc1ccc(S(N)(=O)=O)cc1)C(=O)CO2,i,0.7,-17.5,0.5,i,16.5,-0.1%,-0.68,1349,3.0,1.6,10.5,i,41.0,-7.7,672,0.4,1104
CCOc1ccc(CN2CCNC(=O)C2CC(=O)OC)cc1 (stereo not drawn),i,3.8,9.8,6.3,i,2.3,0.0%,-0.15,847,4.5,2.3,7.4,i,32.9,.,.,.,.

# Random excerpt: 3 records from the list, in no set order.
SMILES,Myeloid diff 2,Myeloid diff 2 GFP+ MAC1+ %,WT yeast gro inh,WT yeast gro inh mutant strain,Autophagy HCS,Autophagy HCS cell loss 18 h,West Nile antiviral,Ins promoter up,Ins promoter up cell count,MT stabilize HCS,MT stabilize HCS Hoechst-high %,MT stabilize HCS cytotoxicity %,T cell HTS,T cell HTS vesicle-bound %,Hep lipid drop,Hep lipid drop cells 6.5 µM,b-catenin transl,b-catenin transl cell count 5 µM
CC1(C)CC(=O)C(C=Nc2ccncc2)=C(O)C1,i,6.3,.,.,i,-0.9,0.1%,.,.,2.8,2.5,7.7,i,67.5,.,.,.,.
c1ccc2c(-c3csc(-c4ccncc4)n3)c[nH]c2c1,i,0.3,16.3,-4.8,+,22.7*,-0.5%,.,.,3.8,1.6,4.6,i,27.0,-0.2,581,1.2,1430
COc1cccc(NC(=O)CN2CCN(S(=O)(=O)c3ccc(C(C)C)cc3)CC2)c1,i,1.9,0.6,-11.3,i,-5.6,-0.4%,-0.05,1199,3.1,1.3,3.7,i,39.6,-10.1,761,-0.7,1029
